Screening results: PubChem BioAssay, MTDP
RNase H inhibition: RNase H inhibition, HIV 1 Gag Pol polyprotein, FRET biochemical assay, screening (AID 372); HIV-1 RT RNase H, FRET RNA/DNA substrate fluorescence; higher % means a stronger effect; inhibition, % at 10 µM, or IC50 in µM where a hit was titrated; 100,000 compounds, 0.77% hits; in the data active = inhibition above about 50%
An asterisk follows results filed as active. Only part of the results is shown; the hit share may differ from the screen's.

Start of the data: the first 17 compounds as a preview:
CC(=C\c1ccccc1)/C=C1/SC(=O)N(CC(=O)Nc2ccc(C(=O)O)cc2)C1=O was read as RNase H inhibition 29%.
For O=C(Nc1ccc(Br)cc1)c1cc(S(=O)(=O)Nc2ccccn2)ccc1Cl the results were RNase H inhibition 11%.
`Cc1ccc(S(=O)(=O)NC(=O)Nc2ccc(C)c(Cl)c2)cc1` gave RNase H inhibition 8%.
Screening O=C(/C=C/c1ccco1)Nc1ccc2ccccc2c1 returned RNase H inhibition 30%.
`COc1ccc(OCC(=O)Nc2ccc(NC(=O)c3ccco3)cc2)cc1` gave RNase H inhibition 7%.
Screening CSc1nc(-c2ccccc2)nc2[nH]c(-c3ccccc3)cc(=O)c12 returned RNase H inhibition 5%.
CC(=O)N1CCN(c2ccc(NC(=O)c3ccc(Cl)cc3)cc2)CC1 was read as RNase H inhibition 13%.
Screening NS(=O)(=O)c1ccc(NS(=O)(=O)c2ccc(F)cc2)cc1 returned RNase H inhibition 0%.
Screening O=C(COc1ccc2ccccc2c1)N1CCCC1 returned RNase H inhibition 15%.
For CCCCC(C(C)=O)C(=O)Nc1ccc(C)cc1 (stereo not drawn) the results were RNase H inhibition 16%.
For Cc1cccc(C)c1OC(=O)CN1C(=O)c2ccccc2C1=O the results were RNase H inhibition 2%.
`CCOC(=O)c1ccc(NC(=O)/C=C/c2ccc3c(c2)OCO3)cc1` gave RNase H inhibition 5%.
Cc1ccc(C)c(N(CC(=O)Nc2cccc(Cl)c2C)S(=O)(=O)c2ccccc2)c1 was read as RNase H inhibition 32%.
Screening O=C(Nc1ccc(Cl)cc1)OCCOc1c(Br)cc(Br)cc1Br returned RNase H inhibition 42%.
For O=C(Nc1ccc(Cl)cc1[N+](=O)[O-])c1ccc([N+](=O)[O-])cc1 the results were RNase H inhibition 16%.
`Cc1ccc2oc(-c3ccc(C)c(NC(=O)c4ccc(Cl)cc4)c3)nc2c1` gave RNase H inhibition 12%.
`CCOC(=O)c1ccc(Nc2cc(-c3ccccc3)ncn2)cc1` gave RNase H inhibition 18%.

This part in full, from the first entry:
CC(=C\c1ccccc1)/C=C1/SC(=O)N(CC(=O)Nc2ccc(C(=O)O)cc2)C1=O was read as RNase H inhibition 29%.
For O=C(Nc1ccc(Br)cc1)c1cc(S(=O)(=O)Nc2ccccn2)ccc1Cl the results were RNase H inhibition 11%.
`Cc1ccc(S(=O)(=O)NC(=O)Nc2ccc(C)c(Cl)c2)cc1` gave RNase H inhibition 8%.
Screening O=C(/C=C/c1ccco1)Nc1ccc2ccccc2c1 returned RNase H inhibition 30%.
`COc1ccc(OCC(=O)Nc2ccc(NC(=O)c3ccco3)cc2)cc1` gave RNase H inhibition 7%.
Screening CSc1nc(-c2ccccc2)nc2[nH]c(-c3ccccc3)cc(=O)c12 returned RNase H inhibition 5%.
CC(=O)N1CCN(c2ccc(NC(=O)c3ccc(Cl)cc3)cc2)CC1 was read as RNase H inhibition 13%.
Screening NS(=O)(=O)c1ccc(NS(=O)(=O)c2ccc(F)cc2)cc1 returned RNase H inhibition 0%.
Screening O=C(COc1ccc2ccccc2c1)N1CCCC1 returned RNase H inhibition 15%.
For CCCCC(C(C)=O)C(=O)Nc1ccc(C)cc1 (stereo not drawn) the results were RNase H inhibition 16%.
For Cc1cccc(C)c1OC(=O)CN1C(=O)c2ccccc2C1=O the results were RNase H inhibition 2%.
`CCOC(=O)c1ccc(NC(=O)/C=C/c2ccc3c(c2)OCO3)cc1` gave RNase H inhibition 5%.
Cc1ccc(C)c(N(CC(=O)Nc2cccc(Cl)c2C)S(=O)(=O)c2ccccc2)c1 was read as RNase H inhibition 32%.
Screening O=C(Nc1ccc(Cl)cc1)OCCOc1c(Br)cc(Br)cc1Br returned RNase H inhibition 42%.
For O=C(Nc1ccc(Cl)cc1[N+](=O)[O-])c1ccc([N+](=O)[O-])cc1 the results were RNase H inhibition 16%.
`Cc1ccc2oc(-c3ccc(C)c(NC(=O)c4ccc(Cl)cc4)c3)nc2c1` gave RNase H inhibition 12%.
`CCOC(=O)c1ccc(Nc2cc(-c3ccccc3)ncn2)cc1` gave RNase H inhibition 18%.
`CCCOC(=O)CCN1C(=O)/C(=C/c2ccc(OC)cc2)SC1=S` gave RNase H inhibition 15%.
`Cc1ccc(-c2nc3ccccc3s2)cc1NC(=O)c1cc(Br)ccc1Cl` gave RNase H inhibition 20%.
For CCCCC/C(=N/NC(=O)c1cccc(Br)c1)c1ccccc1 the results were RNase H inhibition 10%.
`Cc1cccc(/C=N/NC(=O)Cc2nnc(N)s2)c1` gave RNase H inhibition 13%.
`O=C(Nc1cccc(NC(=O)c2cccc3ccccc23)c1)c1ccc(F)cc1` gave RNase H inhibition 23%.
`COc1c(Cl)cc(C(=O)Nc2cc(C(F)(F)F)ccc2Cl)cc1Cl` gave RNase H inhibition 0%.
For Cc1ccc(OCC(=O)Nc2cccc(-c3nc4cc(Cl)ccc4o3)c2C)cc1C the results were RNase H inhibition 15%.
`Cc1ccc(C(C)C)c(OCC(=O)NNC(=O)COc2cc(C)ccc2C(C)C)c1` gave RNase H inhibition 7%.
For O=C(CSc1n[nH]c(-c2ccncc2)n1)c1ccc(O)cc1O the results were RNase H inhibition 15%.
`Cc1ccc(/C(N)=N/OC(=O)c2ccc(Br)cc2)cc1` gave RNase H inhibition 3%.
O=C(NNS(=O)(=O)Cc1ccccc1)c1ccccc1 was read as RNase H inhibition 0%.
For COC(=O)c1ccccc1NC(=S)NC(=O)c1ccccc1I the results were RNase H inhibition 0%.
`COc1ccc(CCN=C(C)C2=C(O)CSC2=O)cc1OC` gave RNase H inhibition 5%.
CC(C)/C(=N\NS(=O)(=O)c1ccc(Br)cc1)c1cccs1 was read as RNase H inhibition 9%.
`CC(/C=C/c1ccccc1)=N\NC(=O)C(C)Oc1ccc(Br)cc1` (stereo not drawn) gave RNase H inhibition 13%.
CC1(C)COC(COc2ccc(Cl)cc2)=N1 was read as RNase H inhibition 5%.
Screening Cc1ccc(CNC(=O)CN(c2cccc(Cl)c2)S(C)(=O)=O)cc1 returned RNase H inhibition 8%.
O=C(O)c1ccc(CSc2cc(Cl)ccc2Cl)cc1 was read as RNase H inhibition 13%.
For O=C(CSc1n[nH]c(=O)[nH]c1=O)c1ccc(Cl)cc1 the results were RNase H inhibition 0%.
`Cc1[nH]c2ccccc2c1C=Nc1ccccc1C(=O)Nc1ccccc1` gave RNase H inhibition 7%.
For CCOC(=O)C1=C(C)N=c2s/c(=C\c3cc(Br)cc([N+](=O)[O-])c3O)c(=O)n2C1c1ccc(OC)cc1 (stereo not drawn) the results were RNase H inhibition 9%.
`CCOC(=O)N1CCN(C(c2ccccc2)c2ccccc2)CC1` gave RNase H inhibition 4%.
`CCN(C(=O)c1ccc([N+](=O)[O-])cc1)c1ccccc1C` gave RNase H inhibition 5%.
For C(=N\c1nc2ccccc2s1)/c1ccc(/C=N/c2nc3ccccc3s2)cc1 the results were RNase H inhibition 12%.
Screening Cc1ccccc1CSCC(=O)Nc1ccc(Cl)cc1 returned RNase H inhibition 11%.
Screening CCSCCOC(=O)C1=C(C)NC2=C(C(=O)CC(c3ccc(OC)cc3)C2)C1c1ccc(OC)cc1 (stereo not drawn) returned RNase H inhibition 5%.
Screening COCCNc1cnn(-c2ccccc2)c(=O)c1Cl returned RNase H inhibition 9%.
`COc1cc2c(cc1OC)C(Nn1cnnc1)=NC1(CCCC1)C2` gave RNase H inhibition 6%.
`O=C(CCN1C(=O)c2ccccc2C1=O)Nc1ccc(F)c(F)c1` gave RNase H inhibition 5%.
Screening CCOC(=O)Cc1csc(NC(=O)CCN2C(=O)c3cccc([N+](=O)[O-])c3C2=O)n1 returned RNase H inhibition 9%.
COc1ccc(C=Nc2ccc3nn(-c4ccccc4)nc3c2)cc1 was read as RNase H inhibition 32%.
Screening Cc1cc(C)cc(OCC(=O)Nc2ccc([N+](=O)[O-])cc2C)c1 returned RNase H inhibition 0%.
For O=C(Nc1cccc2c(NC(=O)c3ccco3)cccc12)c1ccco1 the results were RNase H inhibition 4%.
Screening COc1ccc(CN=Cc2c(C)[nH]n(-c3ccc([N+](=O)[O-])cc3)c2=O)cc1 returned RNase H inhibition 25%.
O=C(Nc1ncc(Cc2ccc(Cl)c(Cl)c2)s1)c1ccccc1Cl was read as RNase H inhibition 5%.
For O=C1CC(=O)C(C(=O)O)C(c2ccccc2)C1 (stereo not drawn) the results were RNase H inhibition 0%.
Screening CC(=O)c1sc(NC(=O)c2cc(Cl)ccc2[N+](=O)[O-])nc1C returned RNase H inhibition 1%.
For CC(C)NC1=C(Cl)C(=O)c2ccccc2C1=O the results were RNase H inhibition 0%.
Screening COc1ccccc1C(=O)NN1C(=O)/C(=C/c2ccccc2Cl)SC1=S returned RNase H inhibition 17%.
CCOc1ccc(/C=C/C2=CC(=O)C(CCc3ccccc3)CC2)cc1 (stereo not drawn) was read as RNase H inhibition 4%.
`O=C(COC(=O)c1cccc(C#Cc2ccccc2)c1)c1ccc([N+](=O)[O-])cc1` gave RNase H inhibition 19%.
For O=C1NC(=O)N(c2ccc3c(c2)OCO3)C(=O)/C1=C/c1ccc(Sc2ccccc2)o1 the results were RNase H inhibition 0%.
`COc1cc(NC(=O)COc2ccc(Br)cc2)c(OC)cc1Cl` gave RNase H inhibition 19%.
`COc1ccc(NC(=O)c2ccc(C#Cc3ccccc3)cc2)cc1` gave RNase H inhibition 12%.
Screening O=c1c2ccccc2nc2n1C1(CCCCC1)Cc1ccccc1-2 returned RNase H inhibition 15%.
CCOC(=O)c1ccc2c(c1)c1c(n2CC)C(=O)CCC1 was read as RNase H inhibition 3%.
For O=C(C(c1ccccc1)c1ccccc1)N1CCC(Cc2ccccc2)CC1 the results were RNase H inhibition 26%.
For O=C(Nc1nc2c(s1)CCCC2)c1ccccc1O the results were RNase H inhibition 0%.
`O=C1/C(=C/Nc2ccccc2NS(=O)(=O)c2ccccc2)CCc2ccccc21` gave RNase H inhibition 8%.
`CC(=O)NNc1nc(-c2ccccc2)c2cc(Br)ccc2n1` gave RNase H inhibition 5%.
`COc1ccc(C2CC(c3cccs3)=NN2c2nc(-c3ccccc3)cs2)cc1OC` (stereo not drawn) gave RNase H inhibition 31%.
`COc1ccc(-n2c(O)c(/C=C3/C=CC=N3)c(=O)[nH]c2=S)cc1` gave RNase H inhibition 8%.
O=C(COc1ccc(Cl)cc1)Nc1ccc(-c2ccccc2)cc1 was read as RNase H inhibition 13%.
`CCOc1cc(/C=C(\C#N)c2nc(-c3ccc(Br)cc3)cs2)ccc1O` gave RNase H inhibition 5%.
For CC(/C=N/Nc1nnc(C)c(=O)[nH]1)=C\c1ccccc1 the results were RNase H inhibition 0%.
`O=C(Cc1ccccc1)Nc1cc(C(=O)O)cc(C(=O)O)c1` gave RNase H inhibition 14%.
For CC(=O)C1=C(O)C(=O)N(c2ccc(Br)cn2)C1c1ccc(Cl)cc1 (stereo not drawn) the results were RNase H inhibition 0%.
N#C/C(=C(/O)c1ccc(Cl)c([N+](=O)[O-])c1)c1nc2ccccc2[nH]1 was read as RNase H inhibition 9%.
For Cc1ccccc1Cn1cc(/C=C2/C(=N)N3N=C(c4ccccc4)SC3=NC2=O)c2ccccc21 the results were RNase H inhibition 13%.
Screening CC(=O)c1ccc(NC(=O)c2cccc(N3C(=O)c4ccccc4C3=O)c2)cc1 returned RNase H inhibition 28%.
`Cc1cc(C)n(C(=O)C(C)N2C(=O)c3ccccc3C2=O)n1` (stereo not drawn) gave RNase H inhibition 43%.
For COC(=O)c1ccc(/C=C2\C(=O)NC(=O)N(c3ccc(Cl)cc3)C2=O)cc1 the results were RNase H inhibition 7%.
O=C1c2ccccc2NC(c2cccc(O)c2)N1c1ccc(Cl)cc1 (stereo not drawn) was read as RNase H inhibition 14%.
For NC(=O)c1ccccc1NC(=O)c1ccc(-c2ccccc2)cc1 the results were RNase H inhibition 12%.
Screening COc1ccc(C2C(C(C)=O)=C(O)C(=O)N2C)cc1 (stereo not drawn) returned RNase H inhibition 26%.
O=S(=O)(Nc1ccc(O)c2ccccc12)c1ccc(F)cc1 was read as RNase H inhibition 22%.
For COc1cc(OC)c(OC)cc1CNCC1(c2ccccc2)CCCC1 the results were RNase H inhibition 11%.
For O=C(Nc1c(C(=O)N2CCC(Cc3ccccc3)CC2)cnn1-c1ccccc1)c1ccc(Br)cc1 the results were RNase H inhibition 11%.
Screening C=CCc1cccc(/C=N/NC(=O)CSc2ccccn2)c1O returned RNase H inhibition 28%.
Brc1cccc(-c2ccc(/C=N/Nc3nc4ccccc4s3)o2)c1 was read as RNase H inhibition 1%.
Screening COCCNC(=O)CN(c1ccc(C)cc1)S(=O)(=O)c1ccc(OC)c(OC)c1 returned RNase H inhibition 2%.
Screening COc1ccc(CN2CCN(C(=O)CC(C)C)CC2)cc1OCc1ccccc1 returned RNase H inhibition 3%.
Screening C=CCNC(=O)CC(=O)N/N=C/c1cccc(OCC=C)c1 returned RNase H inhibition 0%.
For Cc1c(NC(=O)c2ccccc2I)cccc1-c1nc2ccccc2s1 the results were RNase H inhibition 21%.
Screening CCOC(=O)CN1NC2(CCCCCCC2)NC1=S returned RNase H inhibition 0%.
For CCc1ccc(NC(=O)c2cc(I)ccc2Cl)cc1 the results were RNase H inhibition 2%.
Screening Cc1ccc(S(=O)(=O)NCCSc2nncn2C)cc1 returned RNase H inhibition 0%.
For CC(=O)Oc1ccccc1-c1nc(C)nn1C(C)=O the results were RNase H inhibition 7%.
For CC(=O)Oc1ccc(/C=C2/SC(=S)N(c3ccccc3)C2=O)cc1 the results were RNase H inhibition 10%.
Screening Cc1[nH]n(-c2ccccc2)c(=O)c1N=Nc1c(Cl)cc([N+](=O)[O-])cc1Cl returned RNase H inhibition 9%.
CN(C)c1ccc(NC(=O)c2ccc(Br)cc2)cc1 was read as RNase H inhibition 9%.
COc1ccc(NC(=O)c2cccc(Oc3ccccc3)c2)cc1OC was read as RNase H inhibition 1%.
For N#C/C(=C\c1cccc(O)c1)C(=O)NCc1ccco1 the results were RNase H inhibition 11%.
`O=C(c1cc(I)ccc1Cl)N1CCN(c2ccc([N+](=O)[O-])cc2)CC1` gave RNase H inhibition 3%.
Screening Clc1ccc(-c2ccc(C3CC(c4ccccc4)=NN3c3ccccc3)o2)cc1 (stereo not drawn) returned RNase H inhibition 12%.
For COc1ccc(/C=N/OCc2nc3c4c5c(sc4ncn3n2)CCCCC5)cc1 the results were RNase H inhibition 6%.
`CC12C=CC(O1)C1C(=O)N(c3ccccc3Cl)C(=O)C12` (stereo not drawn) gave RNase H inhibition 6%.
